# From PubChem
# Runt-CBFb FRET = inhibitors of human RUNX1 Runt domain binding to CBFb. Q01196+Q13951. Cerulean-Runt/Venus-CBFb FRET ratio 530/480, 1 h. inhibition, % at 20 µM. 220,000 compounds, 0.46% hits. AID 1496;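 active = inhibition over about 50% at 20 µM in the single-dose screen, limit read from the data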;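 also: 0% = DMSO wells and 100% = excess unlabeled CBFb competitor control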
#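 test system = Cerulean-Runt domain fusion protein, energy donor | probe or stimulus = Venus-CBFb binding partner, 100 nM | incubation = two 1 h room-temperature incubations shielded from light | detection = fluorescence energy transfer, 422 nm excitation, 530/480 nm emission | measure = loss of energy transfer signal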
# NPY2 pot ag = potentiates or activates human NPY-Y2 receptor; P49146; cells expressing NPY-Y2, potentiator/agonist read-out; activation, % at 3.6 µM; 220,000 compounds, 0.45% hits; AID 1359; in the data active = activation above about 27%;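 also: cells stimulated with NPY near EC25 plus isoproterenol at EC100; 0% = vehicle plus submaximal agonist and 100% = vehicle plus saturating agonist; some results beyond the cut were filed as inactive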
# Runt-SMMHC FRET = Runt domain-CBFb-SMMHC interaction inhibition; Q01196+Q13951; Cerulean-Runt/Venus-CBFb-SMMHC FRET ratio 530/480, 1 h; inhibition, % at 20 µM; 220,000 compounds, 0.74% hits;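 active = mean inhibition across duplicate retests at 20 µM reaching about 50%, limit read from the data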;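 also: 0% = DMSO wells and 100% = wells with excess untagged CBFb-SMMHC; inhibitors lower the FRET ratio by blocking Runt binding to CBFb-SMMHC; some results filed as inactive read as strong as hits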
# RBBP9 inh = human RBBP9 hydrolase inhibition | 220,000 compounds, 0.2% hits | inhibition, % at 7.94 µM | recombinant RBBP9, FP-Rh probe fluorescence polarization | O75884;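 active = inhibition above the campaign mean of all tested compounds plus 3 SD, cut at about 14% in these data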;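 also: plate controls were DMSO wells with RBBP9 for no effect and wells lacking RBBP9 protein for full effect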
# Target sequence (O75884 whole entry, looked up): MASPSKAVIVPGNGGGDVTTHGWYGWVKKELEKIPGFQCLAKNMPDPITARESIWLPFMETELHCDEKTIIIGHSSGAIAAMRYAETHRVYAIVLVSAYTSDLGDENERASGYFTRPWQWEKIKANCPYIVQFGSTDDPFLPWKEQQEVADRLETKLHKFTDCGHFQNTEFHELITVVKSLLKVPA
#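 Measured by – fluorescence polarization · Test system – RBBP9 protein · Input – 2.5 µM RBBP9 dispensing solution, before mixing · Measure – percent inhibition from mP, scaled between DMSO and no-protein wells · Benchmarks – DMSO-treated enzyme wells and wells lacking RBBP9 · Times – preincubation 30 min plus labeling 45 min at 25 °C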
# NPY1 pot ag = potentiates or activates human NPY-Y1 receptor; activation, % at 3.6 µM; 220,000 compounds, 0.37% hits; NPY-Y1 expressing cells, potentiator/agonist activation; in the data active = activation above about 33%, passing the limit was not always enough;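 also: cells stimulated with NPY at EC10 then isoproterenol at EC100; 0% = low agonist plus stimulus and 100% = saturating agonist plus stimulus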
# NPY Y1 blocker = antagonists of human neuropeptide Y receptor Y1. HEK293-CNG Y1 cells, membrane potential fluorescence; NPY at EC95, then isoproterenol. P25929. inhibition, % at 3.6 µM. 200,000 compounds, 1% hits;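 active = inhibition above the campaign mean inhibition of all tested compounds plus 3 SD, cut at about 20% in these data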;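 also: 0% = DMSO wells given NPY plus isoproterenol and 100% = isoproterenol alone without NPY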
#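 Material: Y1- and CNG-channel-expressing HEK293 cells / Probe or stimulus: NPY 25 nM then isoproterenol 1 µM plus Ro 20-1724 25 µM / Doses: 3.6 µM single dose, DMSO 0.4% / Schedule: compound incubation 1 h at room temperature, readout 45 min post-stimulation / Signal: membrane potential fluorescence / Benchmarks: isoproterenol-only wells as full block versus NPY-plus-isoproterenol wells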
# Hck Nef HTS = inhibitors of human Hck kinase activated by Nef | 220,000 compounds, 0.68% hits | Recombinant Hck-YEEI plus Nef, Z-Lyte FRET kinase assay | inhibition, % at 20 µM | P08631;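 active = Hck-Nef kinase inhibition above about 50%, limit read from the data; inactive = inhibition below that limit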;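 also: 0% = DMSO with Hck plus Nef and 100% = Hck alone without Nef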
# p97 ATPase inh = human p97 ATPase inhibition; P55072; recombinant p97 ATPase, Kinase-Glo ATP luminescence, 3 h; inhibition, % at 8 µM; 220,000 compounds, 0.42% hits; AID 1481; in the data active = inhibition above about 15%;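 also: 0% = DMSO vehicle and 100% = wells lacking enzyme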
# Target sequence (P55072 whole entry, looked up): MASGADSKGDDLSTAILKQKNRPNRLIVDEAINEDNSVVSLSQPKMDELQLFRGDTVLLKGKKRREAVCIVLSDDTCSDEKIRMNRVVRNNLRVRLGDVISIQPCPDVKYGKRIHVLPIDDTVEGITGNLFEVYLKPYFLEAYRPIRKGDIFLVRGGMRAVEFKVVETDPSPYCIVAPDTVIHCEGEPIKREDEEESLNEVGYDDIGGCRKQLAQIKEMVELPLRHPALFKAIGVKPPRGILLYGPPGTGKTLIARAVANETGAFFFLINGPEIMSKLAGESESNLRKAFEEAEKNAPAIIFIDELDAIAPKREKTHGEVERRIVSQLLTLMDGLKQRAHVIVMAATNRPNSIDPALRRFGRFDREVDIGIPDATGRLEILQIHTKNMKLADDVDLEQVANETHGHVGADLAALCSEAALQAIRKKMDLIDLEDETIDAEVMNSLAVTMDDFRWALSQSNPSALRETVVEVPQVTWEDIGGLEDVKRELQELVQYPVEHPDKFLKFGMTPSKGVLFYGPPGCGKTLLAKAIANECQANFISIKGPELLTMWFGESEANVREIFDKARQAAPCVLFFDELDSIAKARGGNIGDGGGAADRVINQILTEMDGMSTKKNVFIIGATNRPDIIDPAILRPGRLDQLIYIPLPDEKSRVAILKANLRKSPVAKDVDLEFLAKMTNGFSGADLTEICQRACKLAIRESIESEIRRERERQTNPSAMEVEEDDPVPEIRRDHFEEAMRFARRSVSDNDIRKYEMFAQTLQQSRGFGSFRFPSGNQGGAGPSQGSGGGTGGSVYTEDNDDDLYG
# Mdm2 ligase inh = blocks human Mdm2 ubiquitin ligase activity | cell-based MDM2 ubiquitination luciferase reporter, 2 h; 0 = plate control, 100 = twice control, blank-subtracted | signal enhancement, % at 5 µM | 210,000 compounds, 0.11% hits;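 active = signal enhancement of 30% or more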;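 also: luminescence tracks abundance of the self-degrading MDM2-luciferase fusion protein; higher signal means inhibition of MDM2 E3 ligase activity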
#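 system = mammalian cells stably expressing self-ubiquitinating, self-degrading MDM2 E3–luciferase fusion | quantity = 2000 cells per well seeded | incubation = 4 h cell settling then 2 h compound exposure, 37 °C | signal = SteadyLite luminescence, 15 min reagent step | benchmarks = plate control and blank wells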
# Numbers without * were called inactive; . = no result given.
SMILES,Runt-CBFb FRET,NPY2 pot ag,Runt-SMMHC FRET,RBBP9 inh,NPY1 pot ag,NPY Y1 blocker,Hck Nef HTS,p97 ATPase inh,Mdm2 ligase inh
O=[N+]([O-])c1ccccc1/C=C/CN1CCCCC1,-1,2,-3,-5,7,-3,0,-2,-13
Cc1cccc(/C=C2/C(=O)/C(=C/c3ccccc3C)C3CCC2N3C)c1 (stereo unspecified),-5,-7,-4,-6,-13,1,-2,-5,13
CCOC(=O)c1sc2nccc(N(C)C)c2c1N=CNOCc1ccccc1,-17,-28,8,-2,-34,4,10,0,-10
C=CCN1C(=O)CS/C1=N\N=C\c1cccc([N+](=O)[O-])c1,-1,0,2,-9,-9,3,27,-3,-13
CCCn1c(SCC(=O)NC23CC4CC(CC(C4)C2)C3)n[nH]c1=O,-1,4,0,-6,9,1,0,-5,-21
CC1CCc2c(sc3nc(CSc4n[nH]c(N)n4)[nH]c(=O)c23)C1 (stereo unspecified),-4,-1,0,-7,-4,-11,3,-3,6
O=C(Nc1nc(-c2ccccc2)cs1)c1ccccc1NS(=O)(=O)c1ccc(F)cc1,-5,46*,-12,-4,6,12,-44,0,-29
COc1ccc(NC(=O)/C=C/c2ccc(C)o2)cc1S(=O)(=O)N1CCOCC1,26,-2,-26,1,-23,4,4,5,2
CCc1ccccc1NC(=S)N(Cc1ccc(OC)cc1)CC1CCC(C(=O)O)CC1 (stereo unspecified),-1,2,-1,-8,-9,11,10,1,-10
Cc1nc(CS(=O)c2ccccc2)cc(N2CCOCC2)n1 (stereo unspecified),0,-7,0,-2,-3,4,-1,-5,-44
Cc1ccc(CSCC(Nc2ccc(C(=O)O)cc2[N+](=O)[O-])C(=O)O)cc1 (stereo unspecified),2,0,0,-5,-10,1,0,-1,-4
CCCC/C(C)=N/NC(=O)Nc1ccccc1,19,-2,-4,-6,11,2,2,8,-14
Cn1cnnc1SCC(=O)Nc1sc2c(c1C#N)CCCCC2,1,2,0,-4,10,4,1,6,-15
CCCN(Cc1cc2ccccc2[nH]c1=O)C(=O)c1cccc([N+](=O)[O-])c1,0,11,-1,7,1,.,12,9,-12
Cc1ccc(-n2[nH]c(C)c(/C=N/Nc3ccc([N+](=O)[O-])cc3[N+](=O)[O-])c2=O)cc1C,-11,-7,-10,2,-2,8,0,-20,-17
Cc1ccc(N/C=C(/C#N)c2ccsc2)cc1,-1,-5,-3,2,-9,14,0,-1,-8
Cc1ccc(CCNC(=O)CS(=O)Cc2nc(-c3cccc(C)c3)oc2C)cc1 (stereo unspecified),-3,-9,0,-6,-15,8,-1,-6,-11
CCN(CC)S(=O)(=O)c1ccc2c(c1)N(CC(=O)Nc1cccnc1Cl)C(=O)CO2,0,-2,6,3,-3,-1,19,1,0
COc1ccc(/C=N/NC(=O)c2cc(C34CC5CC(CC(C5)C3)C4)[nH]n2)cc1OC,0,-7,-8,-3,-11,4,-2,4,-7
CC(=O)c1ccc(NC(=O)CCSCCC(=O)Nc2ccc(C(C)=O)cc2)cc1,1,9,-4,-3,24,-7,2,10,-3
Clc1ccc(-c2nc(-c3ccccn3)no2)cc1Cl,5,6,-8,0,4,-6,3,-1,-13
O=C(CCN1CCOCC1)N/N=C/c1cc(Br)cc(Br)c1O,10,-3,70,-1,-6,7,17,4,5
CCOc1cc(/C=N/NC(=O)CSc2nncn2C)ccc1OCc1ccccc1,-6,2,-4,-2,14,-8,7,-2,-13
COc1cccc(C2CC(c3cccs3)=NN2S(C)(=O)=O)c1OC (stereo unspecified),0,-6,2,2,6,-2,18,6,-3

# Some of the entries so far, as tab-separated lines:
canonical_smiles	Runt-CBFb FRET	NPY2 pot ag	Runt-SMMHC FRET	RBBP9 inh	NPY1 pot ag	NPY Y1 blocker	Hck Nef HTS	p97 ATPase inh	Mdm2 ligase inh
C=CCN1C(=O)CS/C1=N\N=C\c1cccc([N+](=O)[O-])c1	-1	0	2	-9	-9	3	27	-3	-13
CCCn1c(SCC(=O)NC23CC4CC(CC(C4)C2)C3)n[nH]c1=O	-1	4	0	-6	9	1	0	-5	-21
CC1CCc2c(sc3nc(CSc4n[nH]c(N)n4)[nH]c(=O)c23)C1 (stereo unspecified)	-4	-1	0	-7	-4	-11	3	-3	6
O=C(Nc1nc(-c2ccccc2)cs1)c1ccccc1NS(=O)(=O)c1ccc(F)cc1	-5	46*	-12	-4	6	12	-44	0	-29
COc1ccc(NC(=O)/C=C/c2ccc(C)o2)cc1S(=O)(=O)N1CCOCC1	26	-2	-26	1	-23	4	4	5	2

# Next structures follow:
SMILES,Runt-CBFb FRET,NPY2 pot ag,Runt-SMMHC FRET,RBBP9 inh,NPY1 pot ag,NPY Y1 blocker,Hck Nef HTS,p97 ATPase inh,Mdm2 ligase inh
Cc1c(C=O)c(=O)n(-c2ccccc2)n1C,-1,-1,3,-12,7,-1,22,2,8
CCCCN(CCCC)c1cc(C)nc(-c2ccccc2O)n1,-1,-11,-11,-3,-6,22*,0,0,-23
Fc1ccccc1CNC(=S)Nc1cccc(C(F)(F)F)c1,-1,4,1,2,-19,3,3,-3,0
COc1ccc(C2=C(C)CC(C)(C)NC2=O)cc1OC,-2,7,2,-7,9,-4,1,2,-10
O=C(O)c1cccc(CN2C(=O)SC(Nc3ccccc3)C2=O)c1 (stereo unspecified),8,-6,6,-1,-11,4,0,5,-20
Cc1cccc(C)c1NC(=O)NC1(C(=O)N2CCOCC2)CCCCC1,-1,5,-4,-9,2,0,27,1,-13
CS(=O)(=O)NCCOc1ccc(S(=O)(=O)N2CCCc3ccccc32)cc1,0,-6,-2,-6,-10,-3,11,-6,-2
CCOc1cccc(/C(O)=C2/C(=O)C(=O)N(CCOC)C2c2ccco2)c1 (stereo unspecified),4,4,-4,10,-6,0,1,3,-4
COC(=O)c1cccc(-c2ccc(C(c3c(C)[nH][nH]c3=O)c3c(C)[nH][nH]c3=O)o2)c1,12,3,7,1,22,1,17,12,-12
O=C(CCNS(=O)(=O)c1cccc2nsnc12)NCc1ccccc1Cl,1,-8,0,-2,15,7,24,2,2
O=C(O)c1cccc(NCc2ccncc2)c1,1,-22,-2,-7,-9,1,3,0,-8
S=C(NCCCN1CCOCC1)N1CCN(c2nc(-c3ccccc3)cs2)CC1,3,0,4,-6,-5,-5,14,-6,-18
Cc1nnc(SCC(=O)NNC(=O)c2ccc(Cl)cc2)n1CC1CCCO1 (stereo unspecified),.,2,.,4,20,1,22,4,2
CC12C(=O)N(c3cccc(OC(=O)c4ccco4)c3)C(=O)C1C1c3ccccc3C2c2ccccc21 (stereo unspecified),1,5,2,-8,9,-5,17,6,-5
CCSc1nc(N2CCOCC2)c2c(c1C#N)CCCC2,-3,3,2,3,-13,3,0,-4,3
Cc1ccc(Nc2nc(-c3ccc(O)cc3O)cs2)nc1,9,6,5,4,20,-4,39,5,0
Nc1nc(Nc2ccc(Cl)cc2)nc2ccccc12,0,51*,2,-6,36,-6,-22,4,7
O=C(O)CSc1cc(C(F)(F)F)nc(-c2ccccn2)n1,-3,-6,-5,-8,9,3,-1,-3,-15
CCOC(=O)c1sc2nc(N3CCOCC3)c3c(c2c1N)CCN(Cc1ccccc1)C3,-23,-2,-21,1,-4,0,2,1,-19
Cc1ccc2c(c1)nnn2C1CCN(CC(=O)Nc2ccc3c(c2)OCCO3)CC1,-3,-2,-5,-4,24,3,1,3,-13
Cc1nn(C)c(C)c1CN(C)S(=O)(=O)c1ccc2ccccc2c1,-1,9,1,6,-76,2,16,-1,-38
CC1CN(S(=O)(=O)c2cccc(C(=O)NCc3ccc4c(c3)OCO4)c2)CC(C)O1 (stereo unspecified),1,-9,2,-4,-8,2,0,2,-18
COc1ccc(N=c2scc(C)n2CCCN2CCCC2=O)cc1,1,11,1,-6,-5,2,-6,12,0
Cc1cc(O)cc(O)c1C(=O)Cc1ccccc1,-2,3,-3,-7,7,-4,1,4,3
COC(=O)c1ccccc1NC(=O)c1noc2c1CCCC2,-1,14,1,-9,10,5,-3,1,-2
CCOC(=O)c1nn(-c2ccccc2F)c2nc(Nc3ccccc3)cc(=O)n12,-2,2,3,-5,-18,10,4,0,-4
CCOC(=O)COc1ccc(/C=C2/SC(=Nc3ccccc3)N(Cc3cccnc3)C2=O)cc1OC,-9,-25,-5,-11,-5,15,71*,1,-12
COC(=O)c1nc(NC(C)=O)n[nH]1,0,12,0,-6,8,2,-1,0,-1
COc1ccc(C(=O)O/N=C2\CCS(=O)(=O)c3sccc32)cc1,0,-6,2,1,-16,4,-149,4,4
O=C(Cn1cnc2c(oc3ccccc32)c1=O)N1CCN(c2ccccc2)CC1,-2,4,2,-7,-32,2,-1,-1,-3
O=C(CNC(=O)C(c1ccccc1)c1ccccc1)N/N=C/c1ccc(O)c([N+](=O)[O-])c1,-4,-5,2,-4,-13,0,6,3,2
CCOC(=O)C(=O)NNc1cccc(C)c1C,2,1,4,0,-35,2,2,1,-11
CC(=O)OC[C@H]1O[C@@H](O/N=C/[C@@H](C)[C@H](OCc2ccccc2)C(C)C)[C@H](OC(C)=O)[C@@H](OC(C)=O)[C@@H]1OC(C)=O,-5,-2,-10,-5,-3,-1,-7,-2,.
Cc1ccccc1NC(=O)c1sc(NC(=O)COc2ccccc2)c(C#N)c1C,4,1,0,1,-28,0,1,9,11
O=C(NCC(c1cccnc1)N1CCOCC1)c1cccs1 (stereo unspecified),2,-7,2,-5,10,6,-1,5,-7
COc1ccc(/C=N/NC(=O)c2nc(-c3ccccc3)cc(-c3ccccc3)n2)cc1OC,-8,-87,-7,-16,-104,12,24,2,-27
O=C(NC(=S)Nc1nc(-c2cccc([N+](=O)[O-])c2)cs1)c1ccccc1Cl,-1,-15,4,-6,-5,9,23,0,-1
C=CCOc1ccnc(-c2ccccc2)n1,0,-9,0,3,-4,.,2,-8,4
Cc1ccc(-c2c(C)n([O-])c3c([n+]2=O)CCCCC3)o1,0,9,1,-6,6,-4,3,3,-10
NC(=O)c1cnn(Cc2ccc(Cl)cc2)c1N,-1,11,0,1,7,-1,1,-3,-3
NC(=O)[C@@H]1[C@@H]2C(=O)N(c3ccc(F)cc3)C(=O)[C@@H]2[C@H]2C=Cc3ccccc3N21,-2,18,-79,-9,21,.,23,9,.
CCS(=O)(=O)c1ccc(-c2csc(-c3ccccc3)n2)c(Cl)c1Cl,0,-12,-6,-5,13,5,0,0,-19
CCCc1nnc(SCC(=O)N2CCCCC2C)n1CCOC (stereo unspecified),-1,9,4,13,5,-3,9,7,-20

# An unsorted share of the library; any-hit rate near 3.5%.
